Assay outcomes: PubChem BioAssay, National Center for Advancing Translational Sciences (NCATS)
Sm TGR block: qHTS Assay for the Inhibitors of Schistosoma Mansoni Peroxiredoxins; Schistosoma mansoni thioredoxin glutathione reductase (TGR), Q962Y6; purified TGR, DTNB reduction, TNB absorbance 405 nm; Potency, µM (doses to about 114 µM), for inactives: at the highest dose activity change, negative = inhibition, usual class: inhibitors; 360,000 tested, 3% active; AID 485364, 2010; further: potency means the concentration at half of the fitted maximal effect; nearly all actives have a fitted effect of over 60% in size
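First, TGR (20 nM dispensed) and NADPH were mixed with compound. Second, a 15 min room-temperature incubation followed. Third, further NADPH and then DTNB were added to start the reaction. Finally, TNB absorbance was monitored kinetically.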
AmpC inh detg: qHTS Inhibitors of AmpC Beta-Lactamase (assay with detergent) | P00811 | AID 485294, 2010 | Potency, µM (top dose mostly 114 µM), inactives show at the top dose activity change, negative = inhibition, hits mostly inhibitors | AmpC hydrolysis of nitrocefin, absorbance 480 nm, 0.01% Triton | 370,000 tested, 0.041% active;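 further: potency means the concentration at half of the fitted maximal effect; 0% = no-compound wells and -100% = no-enzyme wells; nearly all actives have a fitted effect of over 25% in size; some results filed as inactive show a strong effect at the top dose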
Target sequence (P00811 whole entry, looked up): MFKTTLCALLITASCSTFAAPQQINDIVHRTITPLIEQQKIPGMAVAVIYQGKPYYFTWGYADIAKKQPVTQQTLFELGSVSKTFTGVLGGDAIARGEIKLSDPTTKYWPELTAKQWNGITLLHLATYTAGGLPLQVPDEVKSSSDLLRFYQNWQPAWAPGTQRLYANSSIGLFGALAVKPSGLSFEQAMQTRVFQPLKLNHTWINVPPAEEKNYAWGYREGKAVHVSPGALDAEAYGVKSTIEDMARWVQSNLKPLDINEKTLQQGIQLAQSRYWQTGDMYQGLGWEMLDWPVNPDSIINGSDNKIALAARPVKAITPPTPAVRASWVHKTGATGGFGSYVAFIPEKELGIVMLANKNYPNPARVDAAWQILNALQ
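20 mM phosphate pH 7.0 + 0.01% (detergent screen) or 0.0001% Triton X-100; 5.3 nM AmpC reagent; cpd preinc 15 min RT; nitrocefin (800 uM stock) to start; A480 q20 s × 4 min; Activity was normalised to no-enzyme and no-compound control wells.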
Giardia FBPA inh: qHTS Assay for Inhibitors of Fructose-1,6-bisphosphate Aldolase from Giardia Lamblia; A8B2U2; purified Giardia FBPA; Potency, µM (titrated, usually from 59.6 µM), for inactives: at the highest dose activity, negative = inhibition, hits mostly inhibitors; 290,000 tested, 0.71% active; AID 2451, 2010; further: potency means the concentration at half of the fitted maximal effect; nearly all actives have a fitted effect of over 55% in size
Target sequence (A8B2U2 whole entry, looked up): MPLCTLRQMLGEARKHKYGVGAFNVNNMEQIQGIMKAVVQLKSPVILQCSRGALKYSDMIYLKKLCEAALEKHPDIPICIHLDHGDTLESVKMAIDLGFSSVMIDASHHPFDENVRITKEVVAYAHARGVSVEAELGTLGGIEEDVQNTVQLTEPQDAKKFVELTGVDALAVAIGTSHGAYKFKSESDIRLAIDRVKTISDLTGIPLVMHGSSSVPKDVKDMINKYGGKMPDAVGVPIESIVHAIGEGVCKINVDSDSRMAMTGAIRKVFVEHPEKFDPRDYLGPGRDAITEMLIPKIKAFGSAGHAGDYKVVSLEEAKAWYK
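Giardia FBPA (40 nM reagent) was preincubated 10 min at RT with compound (up to 57.5 uM final), then substrate plus GAPDH/TPI/NAD/arsenate coupling system with diaphorase/resazurin was added; resorufin fluorescence (525/598 nm) was read after 20 min.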
HCMV inh: qHTS Assay for inhibitors of the human cytomegalovirus (HCMV); 410,000 tested, 4.5% active; activity change, negative = inhibition, % at 57.5 µM; HFF cells, HCMV-luciferase reporter, 72 h; hits give low values; in the data active means activity change below about -60%; inconclusive means no clear call, values can overlap the other calls; inactive means above about -39%
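Steps: HFFs plated, 16 h 37C; compounds added; HCMV-luciferase added to MOI 1 PFU/cell; 72 h 37C; OneGlo reagent, 5 min room temperature; luminescence read, normalized to controls.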
HCV inh: qHTS Assay for Inhibitors of Hepatitis C Virus (HCV); Huh7.5.1 HCVcc-Cre infection, luciferase reporter, 44 h; Potency, µM (series often up to 41.8 µM), for inactives: at the top dose activity change, negative = inhibition, hits mostly inhibitors; 340,000 tested, 3.4% active; further: potency means the concentration at half of the fitted maximal effect
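Infectious HCVcc-Cre (~0.5 moi) was added to cells just after compound, with cells seeded 4 h earlier at 1,000 per well. Luciferase activity after 44 h culture reported infection; substrate was incubated 15 min at room temperature before reading.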
AmpC no deterg: qHTS Inhibitors of AmpC Beta-Lactamase (assay without detergent); P00811; AmpC nitrocefin hydrolysis, absorbance 480 nm, 0.0001% Triton; Potency, µM (highest dose often 57.1 µM), without a hit: at the top dose activity change, negative = inhibition, hits mostly inhibitors; 330,000 tested, 0.52% active; AID 485341, 2010;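 further: potency means the concentration at half of the fitted maximal effect; plate controls were no compound for no effect and no enzyme for full effect; nearly all actives have a fitted effect of over 20% in size; some results filed as inactive show a strong effect at the top dose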
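AmpC (5.3 nM in the dispensed reagent) in 20 mM phosphate pH 7.0 with 0.01% (detergent screen) or 0.0001% Triton X-100 was preincubated with compounds for 15 min at room temperature. Nitrocefin was then added from an 800 uM solution, and hydrolysis was followed at 480 nm.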
Active calls of the source: *; u = inconclusive; x = not tested or not shown; & = joins results of further samples; [ ] = another dose, or the depositor's remark. Unless noted, the call rests on the fitted dose curve; in most records, active means well fitted curve in the direction sought with a large enough effect; inconclusive means small, poorly fitted or top-dose-only effect, or another doubt; inactive means no such curve, though single readings can be large; an effect the other way counts as inactive or inconclusive. Unless noted, on the % scale 0 is the no-effect control and ±100 the full control effect.

#	structure	Sm TGR block	AmpC inh detg	Giardia FBPA inh
1	CN1CCN(C(=O)c2ccc3c(c2)N(C)C(=O)/C(=C/c2cccc(Cl)c2)S3)CC1	-15%	-2%	x
2	CC1(C)Cc2cccc(OCC(=O)NCc3ccccc3)c2O1	0%	-5%	x
3	CCCc1nc(SCC(=O)NNC(=O)C2CCCCC2)c2ccccc2n1	3%	-7%	2%
4	COc1ccccc1CNC(=O)COC(=O)c1cc([N+](=O)[O-])ccc1N1CCOCC1	-23%	u	x
5	O=C(O)C1=C[C@@H](C2CCCCC2)C[C@@H](OCCCCO)O1	-31%	-6%	10%
6	O=C(Nc1ccccc1Oc1ccccc1)C1CC1	11%	0%	0%
7	CCCCOc1ccccc1C1NC(=O)NC(C)=C1C(=O)OCc1ccco1 (configuration not stated)	45µM*	1%	2%
8	CC(C)Nc1ccc(-c2nc(-c3ccccn3)no2)cc1[N+](=O)[O-]	-2%	0%	x
9	COc1ccc(-n2c(C)c(C)c3c(NCCO)ncnc32)cc1	u	-1%	-13%
10	Cc1ccnc(Nc2nc(-c3ccc(O)cc3O)cs2)c1	9%	u	9%
11	O=C(CN1CCOCC1)Nc1ccc(Cl)cn1	2%	3%	11%
12	COc1ccc(S(=O)(=O)N2CCCC(C(=O)Nc3ccc4c(c3)OCCO4)C2)cc1 (configuration not stated)	4%	-11%	-10%

#	HCMV inh	HCV inh	AmpC no deterg
1	u	u	194%[activator]
2	-10	3%	10%
3	-23	5%	-11%
4	9	u	27%
5	-19	13%	-12%
6	-18	3%	-5%
7	-32	-19%	-35%
8	39	x	x
9	x	3%	7%
10	43	-29%	-38%
11	16	15%	3%
12	u	-14%	-47%

(next part)
#	structure	Sm TGR block	AmpC inh detg	Giardia FBPA inh
13	CSc1ccc(C(c2c(O)c3ccccc3oc2=O)c2c(C)n(C)n(-c3ccccc3)c2=O)cc1 (configuration not stated)	-10%&-2%	-11%&-5%	24%
14	O=C(Cn1cc(C(F)(F)F)ccc1=O)N1CCN(S(=O)(=O)c2ccccc2)CC1	5%	-3%	2%
15	CN1CCN(C(=O)CCC(=O)c2ccc(F)cc2)CC1	-11%	3%	-5%
16	CC1(C)CC(NC(=O)COc2ccc(Br)cc2Cl)CC(C)(C)N1	-25%	3%	x
17	COc1cc(Cl)c(NC(=O)CN(C)S(=O)(=O)c2ccc3c(c2)CCCC(=O)N3)c(OC)c1	3%	15%	x
18	O=C(COC(=O)COc1ccc(Cl)cc1Cl)NC1CCS(=O)(=O)C1 (configuration not stated)	x	x	x
19	COCCNC(=O)CCCn1c(=O)[nH]c2ccsc2c1=O	-5%	7%	x
20	Cc1cc(C)c(C#N)c(SCC(=O)Nc2nonc2N)n1	18%	6%	8%
21	COc1cc(OC)cc(C(=O)Nc2ccc3c(c2)CCCN3C(=O)c2cccs2)c1	0%&32%	-3%&8%	x
22	Cc1nnc(SCc2nc3ccccc3s2)n1N	13%	5%	-1%
23	CC1=CCC2C(=O)N(c3ccc(N4CCOCC4)cc3)C(=O)C2C1 (configuration not stated)	1%	-4%	2%
24	Cc1ccc(-c2nn(-c3ccc(F)cc3)cc2C(=O)NCCCN2CCCC2=O)cc1	3%	-20%	x

#	HCMV inh	HCV inh	AmpC no deterg
13	-35&4	10%	23%
14	6	-1%	2%
15	16	1%	-7%
16	-16	25µM*	-6%
17	u	x	x
18	-28	-21%	-14%
19	-4	x	x
20	21	-8%	-24%
21	-77*	14µM*	-24%
22	52	9%	-33%
23	-26	11%	5%
24	-13	8%	259%[activator]

Carrying on.
#	structure	Sm TGR block	AmpC inh detg	Giardia FBPA inh
25	Cc1ccc(S(=O)(=O)N2CCOCC2)cc1NC(=O)CSc1nc(N)cc(N)n1	5%	-3%	x
26	O=C(CNC(=O)c1ccc(Br)cc1)c1ccccc1	-8%	-14%	7%
27	CC(C)C(=O)Nc1ccc(C(=O)Nc2ccc(Br)cc2F)cc1	-1%	-8%	8%
28	CC(=O)Nc1ccc(Oc2cc(C#N)c(C#N)cc2N2CCCCCC2)cc1	-3%	10%	17%
29	O=C(O)c1cccc(-c2ccc(/C=N/n3cnc4sc5c(c4c3=O)CCCC5)o2)c1	-13%	-3%	5%
30	C=CCn1c(-c2sccc2C)n[nH]c1=S	-8%	-1%	u
31	COc1ccc(Cn2c(=O)[nH]c3cc(C(=O)N4CCN(c5cc(C)ccc5C)CC4)ccc3c2=O)cc1	-10%	-1%	x
32	O=C(Cn1c(SCc2cccc(F)c2)nc2cccnc21)Nc1ccc(F)c(Cl)c1	1%	5%	x
33	CC1=CC(C)(C)N(C(=O)CSc2nnc(N)s2)c2ccccc21	4%	-5%	-3%
34	O=c1c2ccccc2[nH]c(=S)n1CCN1CCc2ccccc2C1	-4%	3%	-17%
35	COc1ccc(CN(C)C(=O)CNC(=O)CNC(=O)c2ccc(Cl)cc2Cl)cc1F	-4%	-9%	1%
36	COc1cccc2c1Oc1ncccc1N(C(=O)CCC(=O)NCc1ccccc1Cl)C2	11%&0%	0%&11%	5%

#	HCMV inh	HCV inh	AmpC no deterg
25	24	-1%	-15%
26	-40	-6%	-14%
27	34	-25%	-22%
28	u	u	70%[activator]
29	x	x	-38%
30	u	3%	-25%
31	-12	x	x
32	-73*	x	x
33	-15	30%[activator]	-26%
34	-38	u	-37%
35	24	2%	22%
36	26&-4	2%	42%

Remaining list, next part.
#	structure	Sm TGR block	AmpC inh detg	Giardia FBPA inh
37	CCN(CC)c1ccc(C(=O)NNC(=O)CCc2nc3ccccc3c(=O)[nH]2)cc1	2%	5%	x
38	Cc1c(C(=O)N(Cc2ccco2)Cc2ccccc2Cl)oc2ccc(F)cc12	-34%	0%	x
39	COc1ccccc1C1=Nn2c(nnc2C2CCCCC2)SC1	6%	-3%	u
40	CCN(CC)S(=O)(=O)c1ccc2c(c1)N(CC(=O)N1CCN(c3ccccc3F)CC1)C(=O)CO2	-2%	0%	x
41	O=C(Nc1ccc(C(=O)Oc2ccccc2)c(O)c1)c1ccccc1	10%	15%	-14%
42	Cc1ccc(NC(=O)CN(C)C(=O)C(Sc2ccccc2)c2ccccc2)cc1 (configuration not stated)	-2%	5%	x
43	O=C(Cn1cnc([N+](=O)[O-])c1)NC1CCCC1	2%	-10%	3%
44	CCOc1[nH]c(/N=C/c2ccco2)c(C#N)c1C#N	u	u	u
45	C/C(CC(=O)NCc1ccc(F)cc1)=N\NC(N)=S	-14%	1%	u
46	c1ccc(CC(Nc2ccccn2)c2ccccc2)cc1 (configuration not stated)	7%	-4%	11%
47	CCOc1cccc(CN2CCCC(C(=O)c3cc(Cl)ccc3OC)C2)c1O (configuration not stated)	-20%	2%	2%
48	COc1ccccc1C(=O)Nc1cc(Cl)ccc1-n1cncn1	9%	5%	10%

#	HCMV inh	HCV inh	AmpC no deterg
37	-65*	-19%	-6%
38	-4	x	x
39	u	-14%	26%
40	-17	x	x
41	-22	-9%	-45%
42	u	u	-11%
43	-13	2%	-6%
44	39	7%	-22%
45	13	10%	-11%
46	-35	6%	-22%
47	-17	u	64%[activator]
48	42	u	23%

Brought forward from above: 5 entries; new compounds follow.
#	structure	Sm TGR block	AmpC inh detg	Giardia FBPA inh
44	CCOc1[nH]c(/N=C/c2ccco2)c(C#N)c1C#N	u	u	u
45	C/C(CC(=O)NCc1ccc(F)cc1)=N\NC(N)=S	-14%	1%	u
46	c1ccc(CC(Nc2ccccn2)c2ccccc2)cc1 (configuration not stated)	7%	-4%	11%
47	CCOc1cccc(CN2CCCC(C(=O)c3cc(Cl)ccc3OC)C2)c1O (configuration not stated)	-20%	2%	2%
48	COc1ccccc1C(=O)Nc1cc(Cl)ccc1-n1cncn1	9%	5%	10%
49	COc1ccccc1NC(=O)CCS(=O)(=O)c1cc2c3c(c1)CCN3C(=O)CC2	2%	1%	x
50	Cc1ccccc1N(CC(=O)N1CCN(c2ccccc2)CC1)S(C)(=O)=O	-13%	0%	3%
51	Cc1ccc(S(=O)(=O)N2CCC(C(=O)NNC(=O)c3ccc(F)cc3)CC2)cc1	9%	9%	0%
52	COc1ccc(Cn2nnnc2CN2CCc3ccccc3C2)cc1	0%	u	-11%
53	Cn1c(=O)cc(OCC(=O)N2CCN(c3ccccc3)CC2)c2ccccc21	4%	-7%	x
54	COc1ccccc1-c1nc2n(n1)C(c1ccccc1Cl)C(C(=O)Nc1cccnc1)=C(C)N2 (configuration not stated)	14%	9%	x
55	COc1ccc(CN(Cc2ccccn2)C(=O)CN2C(=O)COc3ccccc32)cc1	1%	-16%	-1%
56	CCOc1nc(C#N)nc(N2CCCCC2)n1	-14%	u	10%
57	CCOc1ccc(Nc2oc(/C=C/c3cc(OC)c(OC)c(OC)c3)nc2C#N)cc1	0%	14%	x
58	Cc1ccc(NC(=O)c2sc(Cl)nc2-c2ccccc2)cc1	2%	3%	0%
59	O=c1c(Cc2ccccc2)c(O)ccn1Cc1ccco1	-9%	-8%	-7%
60	COc1ccc(-c2ccc(-c3noc(-c4ccccc4OC)n3)c(OC)n2)cc1	-9%	-1%	3%
61	CCCN(CCC)S(=O)(=O)c1ccc(C(=O)Nc2cccc(-c3nc4ccccc4[nH]3)c2)cc1	1%	-2%	x
62	CC(C)C/C(O)=C/c1nc2cc(Cl)ccc2oc1=O	-29%	-12%	u

#	HCMV inh	HCV inh	AmpC no deterg
44	39	7%	-22%
45	13	10%	-11%
46	-35	6%	-22%
47	-17	u	64%[activator]
48	42	u	23%
49	-7	x	x
50	6	-5%	0%
51	-32	7%	-7%
52	32	u	5%
53	0	x	x
54	11	x	x
55	16	-16%	15%
56	-6	u	-3%
57	11	x	x
58	-10	-1%	-30%
59	u	u	-3%[2.29 µM]
60	-4	-5%	-3%
61	-88*	x	x
62	-33	1%	-17%
